Screening data from PubChem.
PAFAH1B2 FP inh: PAFAH1B2 (human) inhibition | P68402 | AID 492953 | recombinant PAFAH1B2, FP-rhodamine activity probe, fluorescence polarization | inhibition, % at 3.39 µM | 340,000 compounds, 1.2% hits;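 active means inhibition above the mean of all tested compounds plus 3 SD, cut at about 24% in these data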;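 further: 0% = enzyme with DMSO and 100% = wells lacking PAFAH1B2; many of its hits are not listed in these tables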
PAD4 FP inh: blocks human protein arginine deiminase 4. 330,000 compounds, 0.41% hits. AID 485272. inhibition, % at 6.36 µM. recombinant PAD4, RCA probe fluorescence polarization;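 active means percent inhibition above a cutoff equal to the mean of all tested compounds plus 3 SD, cut at about 15% in these data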;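 further: 0% = PAD4 with RCA probe and DMSO and 100% = probe without PAD4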
pPAFAH inh: pPAFAH (human) enzyme inhibition; Q13093; recombinant pPAFAH, FP-rhodamine probe fluorescence polarization; inhibition, % at 3.39 µM; 330,000 compounds, 1.5% hits; AID 463082;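 active means inhibition above the mean inhibition across the screen plus 3 SD, cut at about 25% in these data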;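 further: inhibitors block binding of the rhodamine activity-based probe so polarization drops; 0% = enzyme with DMSO and 100% = wells lacking pPAFAH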
GSTO1 inh: counter-screen for RBBP9 inhibitors: inhibitors of human GSTO1 | inhibition, % at 5.96 µM | 300,000 compounds, 1.1% hits | recombinant GSTO1, activity-based probe fluorescence polarization | P78417;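 active means inhibition above the campaign mean inhibition plus 3 SD, cut at about 35% in these data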;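 further: 0% = GSTO1-1 with DMSO and 100% = wells lacking GSTO1-1 enzyme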
Target sequence (P78417 whole entry, looked up): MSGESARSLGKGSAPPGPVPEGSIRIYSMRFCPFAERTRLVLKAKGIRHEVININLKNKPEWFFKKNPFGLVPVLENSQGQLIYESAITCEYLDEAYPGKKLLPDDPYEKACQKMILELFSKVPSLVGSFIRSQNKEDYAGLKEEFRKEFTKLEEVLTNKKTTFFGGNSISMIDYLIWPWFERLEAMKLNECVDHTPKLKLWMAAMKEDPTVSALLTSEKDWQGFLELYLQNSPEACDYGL
PME-1 inh: blocks human protein phosphatase methylesterase 1; recombinant PME-1, FP-Rh probe fluorescence polarization; 320,000 compounds, 0.53% hits; inhibition, % at 5.9 µM;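 active means inhibition above the campaign mean of all compounds plus 3 SD, cut at about 26% in these data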;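 further: competitive labeling of PME-1 active site by serine hydrolase directed probe; 0% = PME-1 with DMSO and 100% = wells lacking PME-1 enzyme; inhibitors block probe labeling so polarization falls and inhibition rises; many of its hits are not listed in these tables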
Target sequence (Q9Y570 whole entry, looked up): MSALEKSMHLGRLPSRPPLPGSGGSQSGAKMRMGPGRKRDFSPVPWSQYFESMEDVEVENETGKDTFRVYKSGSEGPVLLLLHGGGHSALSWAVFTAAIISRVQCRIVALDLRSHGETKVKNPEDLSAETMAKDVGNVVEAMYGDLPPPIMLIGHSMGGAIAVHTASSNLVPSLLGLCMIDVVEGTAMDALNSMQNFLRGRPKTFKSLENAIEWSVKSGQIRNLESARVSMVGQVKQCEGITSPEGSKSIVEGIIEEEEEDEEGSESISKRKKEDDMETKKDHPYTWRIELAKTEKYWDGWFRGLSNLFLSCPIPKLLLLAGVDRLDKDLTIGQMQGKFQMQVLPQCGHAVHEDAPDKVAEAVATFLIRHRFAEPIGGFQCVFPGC
LYPLA2 inh: counter-screen for PME1 inhibitors: inhibitors of human LYPLA2; recombinant LYPLA2, FP-Rh probe fluorescence polarization; AID 2177; 320,000 compounds, 0.38% hits; inhibition, % at 5.9 µM;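 active means inhibition above the screen-wide mean plus 3 SD, limit set per campaign, cut at about 26% in these data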;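 further: 0% = LYPLA2 with DMSO and 100% = wells lacking LYPLA2 enzyme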
LYPLA1 inh: LYPLA1 (human) inhibition in PME1 counter-screen; O75608; recombinant LYPLA1, FP-Rh probe fluorescence polarization; inhibition, % at 5.9 µM; 320,000 compounds, 0.16% hits;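 active means inhibition above the mean of all tested compounds plus 3 SD, set per campaign, cut at about 14% in these data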;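 further: inhibitors block serine hydrolase probe labeling of LYPLA1 so polarization falls; 0% = enzyme with DMSO and 100% = wells lacking LYPLA1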
PAFAH2 inh: PAFAH2 (human) inhibition; Q99487; recombinant PAFAH2, FP-rhodamine activity probe, fluorescence polarization; inhibition, % at 3.39 µM; 340,000 compounds, 0.99% hits; AID 492956;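 active means inhibition above the mean over all tested compounds plus 3 SD, cut at about 30% in these data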;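 further: inhibitors block probe labeling of enzyme so polarization drops; 0% = enzyme with DMSO and 100% = wells lacking PAFAH2 protein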
PAFAH1B3 FP inh: inhibitors of human PAFAH1B3; inhibition, % at 3.39 µM; recombinant PAFAH1B3, FP-rhodamine probe, fluorescence polarization; 340,000 compounds, 0.28% hits; AID 492972;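 active means inhibition above the screen-wide average of all tested compounds plus 3 SD, cut at about 25% in these data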;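 further: 0% = enzyme with DMSO only and 100% = wells lacking PAFAH1B3 protein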
The depositor's hits bear a star; · = no result given.

SMILES	PAFAH1B2 FP inh	PAD4 FP inh	pPAFAH inh	GSTO1 inh	PME-1 inh	LYPLA2 inh	LYPLA1 inh	PAFAH2 inh	PAFAH1B3 FP inh
COCC1CCN(C(=O)c2cc(COc3cccc4cnccc34)on2)CC1	4.6	-2.9	5.2	-0.3	-0.6	-1.7	-0.3	4.9	3.7
COc1ccccc1Sc1ccccc1/C=N/NC(N)=O	6.2	-2.1	4.8	-0.1	-1.5	-1.4	0.1	1.1	7.7
COc1ccccc1Nc1nc(NCCC(C)C)nc(N)c1[N+](=O)[O-]	·	-5.0	4.0	-9.3	-1.1	-6.8	-4.1	·	·
Cc1cc(N)nc(SCC(=O)N2C(C)CCCC2C)n1 (stereo not given)	-1.1	-1.2	-1.5	-4.2	-1.9	-0.7	-1.7	-1.1	0.6
COc1ccccc1-c1coc2c(CN3CCCCC3C)c(O)ccc2c1=O (stereo not given)	6.2	-3.3	-1.9	11.1	-0.2	-5.8	-1.4	10.8	15.8
CCCN1CCc2c(sc(NC(=O)Cc3ccc(F)cc3)c2C(N)=O)C1	6.4	6.1	4.9	3.3	-2.1	-4.3	-1.3	1.1	7.2
CC(=O)c1cn(CC(=O)Nc2ccccc2)c2ccccc12	-2.9	-1.6	2.7	-6.6	4.9	7.0	-4.3	-1.2	0.5
CCc1nc2ccccc2n1CCC(=O)O	0.6	-3.9	-2.3	6.9	4.8	2.1	0.1	1.0	-2.0
CN1C(=O)/C(=C\c2ccco2)N=C1c1ccc(Cl)cc1Cl	5.0	-2.5	-2.1	0.7	-1.4	4.4	-0.1	1.1	5.1
COc1ccccc1OCC(=O)NCC(c1cccs1)N1CCOCC1 (stereo not given)	2.1	-3.4	3.7	2.6	6.4	1.5	5.1	5.7	-4.3
O=C(COC(=O)CC1CCCC1)Nc1cccc(F)c1	-4.2	-0.1	20.6	·	0.2	6.9	0.4	81.4*	-1.5
CCOc1ccc(N2CC(C(=O)Nc3nnc(SCCOC)s3)CC2=O)cc1 (stereo not given)	5.7	2.7	3.4	2.8	2.6	-2.8	0.7	-8.8	1.4
CC(C)(C)[C@H]1COC(=O)[C@H](NC(=O)OCC2c3ccccc3-c3ccccc32)C/C=C\C[C@@H](CC(=O)N[C@@H](CO)Cc2ccccc2)C(=O)N1	5.9	-1.5	6.8	·	·	·	·	3.7	16.6
Cc1nnc(SCC2=C(C(=O)O)N3C(=O)C(NC(=O)Cn4ncc(Cl)c4C)C3SC2)s1 (stereo not given)	5.6	-0.5	5.3	13.1	0.4	4.1	6.8	14.3	6.8
CCc1cccc(OCC(=O)Nc2ccc(S(=O)(=O)Nc3onc(C)c3C)cc2)c1	4.7	-4.1	-1.0	20.0	-2.4	-0.2	1.9	3.7	7.6
COc1cccc(NC(=O)c2nn(C)cc2Br)c1	4.3	-0.2	0.6	7.6	0.1	-2.5	-1.3	-6.6	0.8
CC(C)N(C(=S)Nc1cccnc1)c1ccccc1	4.4	2.6	3.4	-3.2	-0.4	2.3	-1.6	-6.0	4.7
COC(=O)/C(=C\C(=O)c1ccc([N+](=O)[O-])cc1)Nc1ccc(OC)cc1	·	0.7	7.7	6.5	1.6	8.4	-0.2	·	·
Cc1ccc(S(=O)(=O)/N=c2\scc(C)n2C)cc1	-6.1	-2.2	0.9	9.2	4.5	2.0	1.7	10.3	9.5
Cc1ccc(CC2CC(=O)N(c3nc4ccccc4n3C)C2=O)cc1 (stereo not given)	0.9	1.1	-0.9	5.8	3.3	-4.1	1.0	3.7	-0.4

Part of the list above, as comma-separated lines:
smiles,PAFAH1B2 FP inh,PAD4 FP inh,pPAFAH inh,GSTO1 inh,PME-1 inh,LYPLA2 inh,LYPLA1 inh,PAFAH2 inh,PAFAH1B3 FP inh
COc1ccccc1Nc1nc(NCCC(C)C)nc(N)c1[N+](=O)[O-],·,-5.0,4.0,-9.3,-1.1,-6.8,-4.1,·,·
Cc1cc(N)nc(SCC(=O)N2C(C)CCCC2C)n1 (stereo not given),-1.1,-1.2,-1.5,-4.2,-1.9,-0.7,-1.7,-1.1,0.6
COc1ccccc1-c1coc2c(CN3CCCCC3C)c(O)ccc2c1=O (stereo not given),6.2,-3.3,-1.9,11.1,-0.2,-5.8,-1.4,10.8,15.8
CCCN1CCc2c(sc(NC(=O)Cc3ccc(F)cc3)c2C(N)=O)C1,6.4,6.1,4.9,3.3,-2.1,-4.3,-1.3,1.1,7.2
CC(=O)c1cn(CC(=O)Nc2ccccc2)c2ccccc12,-2.9,-1.6,2.7,-6.6,4.9,7.0,-4.3,-1.2,0.5
CCc1nc2ccccc2n1CCC(=O)O,0.6,-3.9,-2.3,6.9,4.8,2.1,0.1,1.0,-2.0
CN1C(=O)/C(=C\c2ccco2)N=C1c1ccc(Cl)cc1Cl,5.0,-2.5,-2.1,0.7,-1.4,4.4,-0.1,1.1,5.1
COc1ccccc1OCC(=O)NCC(c1cccs1)N1CCOCC1 (stereo not given),2.1,-3.4,3.7,2.6,6.4,1.5,5.1,5.7,-4.3
O=C(COC(=O)CC1CCCC1)Nc1cccc(F)c1,-4.2,-0.1,20.6,·,0.2,6.9,0.4,81.4*,-1.5
CCOc1ccc(N2CC(C(=O)Nc3nnc(SCCOC)s3)CC2=O)cc1 (stereo not given),5.7,2.7,3.4,2.8,2.6,-2.8,0.7,-8.8,1.4
CC(C)(C)[C@H]1COC(=O)[C@H](NC(=O)OCC2c3ccccc3-c3ccccc32)C/C=C\C[C@@H](CC(=O)N[C@@H](CO)Cc2ccccc2)C(=O)N1,5.9,-1.5,6.8,·,·,·,·,3.7,16.6
Cc1nnc(SCC2=C(C(=O)O)N3C(=O)C(NC(=O)Cn4ncc(Cl)c4C)C3SC2)s1 (stereo not given),5.6,-0.5,5.3,13.1,0.4,4.1,6.8,14.3,6.8
CCc1cccc(OCC(=O)Nc2ccc(S(=O)(=O)Nc3onc(C)c3C)cc2)c1,4.7,-4.1,-1.0,20.0,-2.4,-0.2,1.9,3.7,7.6
COc1cccc(NC(=O)c2nn(C)cc2Br)c1,4.3,-0.2,0.6,7.6,0.1,-2.5,-1.3,-6.6,0.8
CC(C)N(C(=S)Nc1cccnc1)c1ccccc1,4.4,2.6,3.4,-3.2,-0.4,2.3,-1.6,-6.0,4.7

Next section.
SMILES	PAFAH1B2 FP inh	PAD4 FP inh	pPAFAH inh	GSTO1 inh	PME-1 inh	LYPLA2 inh	LYPLA1 inh	PAFAH2 inh	PAFAH1B3 FP inh
CN(C)C(=O)/C(=C\c1cccc(Oc2ccccc2)c1)NC(=O)c1ccccc1	9.4	5.8	4.4	-3.5	3.9	6.7	0.1	6.4	2.9
CCn1cc(C(=O)NCc2cccnc2)c2cc(OC)c(OC)cc2c1=O	4.2	-2.7	2.6	-4.0	3.4	6.0	0.1	-4.8	-1.5
NC(=O)c1cc2cc(Cl)ccc2o/c1=N/NC(=O)c1cccs1	-0.3	3.7	0.6	-4.4	-2.8	9.5	4.8	5.5	5.7
C(=C\n1nnc2ccccc21)/c1ccc[nH]1	-2.9	3.7	22.2	12.1	5.1	-6.9	-3.5	7.3	7.5
C=CCc1ccccc1OCCn1ccnc1	4.5	-1.4	8.6	1.8	-2.4	2.5	-2.3	1.1	-2.3
Fc1ccc(CSc2nnc(CN3CCOCC3)n2-c2ccccc2)c(Cl)c1	1.9	-2.1	0.3	3.4	-5.4	1.8	0.6	0.1	8.7
CCOC(=O)N1CCN(C(=O)C2CCN(S(=O)(=O)CC)CC2)CC1	-1.2	-2.7	4.9	0.9	2.2	-2.0	-1.3	-0.9	2.2
COC(=O)c1ccc(/C=C(\C#N)c2nc3ccccc3s2)cc1	-3.8	-25.4	-1.9	-0.7	1.3	-10.2	-6.7	-5.7	4.3
COCCCNC(=O)CCNS(=O)(=O)c1ccc(C)cc1	4.3	-3.9	4.0	0.3	-0.6	2.3	0.1	-3.8	5.8
CC(NC(=S)Nc1ccccc1)C1COc2ccccc2O1 (stereo not given)	-0.3	-4.8	1.9	1.0	9.2	-4.2	2.8	4.4	5.9

Not all compounds are listed, so the mix of outcomes need not match the whole.
